Source: PubChem
Tb PYK inh: inhibitors of Trypanosoma brucei pyruvate kinase. Potency, µM (highest dose often 76.8 µM), without a hit: at the top dose activity, negative = inhibition, hits mostly inhibitors. hit rate 0.12% among 410,000. Q57TT1. TbPYK enzyme, Kinase-Glo Plus ATP luminescence, 45 min. AID 624173; further: potency means the concentration at half of the fitted maximal effect; on the % scale 0 is the no-effect control and ±100 the full control effect; nearly all actives have a fitted effect of over 50% in size
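Luminescent Kinase-Glo Plus end-point after 45 min room-temperature reaction of T. brucei pyruvate kinase started with 130 uM ADP (final). Buffer TEA 50 mM pH 7.2 with KCl, MgCl2, BSA, Tween-20; titration-based qHTS with fitted concentration-effect curves.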
LmPK inhibitor: blocks Leishmania mexicana pyruvate kinase activity | purified LmPK, Kinase-Glo ATP luminescence, 1 h | hit rate 0.37% among 290,000 | Potency, µM (series often up to 57.5 µM), inactives show at the highest dose activity change, negative = inhibition, hits mostly inhibitors | Q27686; further: potency means the concentration at half of the fitted maximal effect; on the % scale 0 is the no-effect control and ±100 the full control effect
Target sequence (Q27686 whole entry, looked up): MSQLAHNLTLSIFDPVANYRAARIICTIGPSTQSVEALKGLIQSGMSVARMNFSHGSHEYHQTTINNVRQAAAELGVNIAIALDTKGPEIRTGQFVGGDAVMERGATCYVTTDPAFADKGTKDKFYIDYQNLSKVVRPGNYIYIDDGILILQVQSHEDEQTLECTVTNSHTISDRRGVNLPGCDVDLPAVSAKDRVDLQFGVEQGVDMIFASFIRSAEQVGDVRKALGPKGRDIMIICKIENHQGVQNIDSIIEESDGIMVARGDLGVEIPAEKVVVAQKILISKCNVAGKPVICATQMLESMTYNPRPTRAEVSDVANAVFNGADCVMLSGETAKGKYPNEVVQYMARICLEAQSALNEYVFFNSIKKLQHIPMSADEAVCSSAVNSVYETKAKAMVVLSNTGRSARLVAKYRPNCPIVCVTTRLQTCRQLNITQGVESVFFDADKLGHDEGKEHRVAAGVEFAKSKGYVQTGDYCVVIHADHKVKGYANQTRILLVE
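ATP generated from ADP (0.1 mM) and PEP (0.5 mM) by 0.1 nM LmPK over 1 h at room temperature (pH 7.2 imidazole buffer) was detected by coupled luciferase luminescence. Values were normalized to uninhibited and no-enzyme wells.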
Pf growth 96h: inhibits malaria parasite growth, 96 h; P. falciparum luciferase reporter growth, 96 h; Potency, µM (doses to about 28.7 µM), for inactives: at the highest dose activity change, negative = inhibition, actives largely listed as inhibitors; hit rate 6.9% among 320,000; further: potency means the concentration at half of the fitted maximal effect; on the % scale 0 is the no-effect control and ±100 the full control effect
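Luminescence readout: decreased luciferase signal marks inhibited growth of reporter-expressing P. falciparum in infected red cells (2% hematocrit, 0.05% parasitemia final), exposed to compound two generations (96 h, 37 C, 5% CO2).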
Shiga inhibitor: inhibitors of Shiga toxin in Vero cells; hit rate 9.2% among 290,000; inhibition, % at 38.7 µM; Vero cells, Shiga toxin protein synthesis inhibition reporter; in the data active means inhibition mostly above about 28%, no sharp cut-off; inactive means mostly below about 43%; further: 0% is about no effect
Cycloheximide cs: affects cycloheximide protein synthesis inhibition readout, counter-screen; cell reporter, cycloheximide protein synthesis inhibition counterscreen; max response, %; hit rate 12% among 300,000; AID 2314; in the data active means max response mostly above about 13%, no sharp cut-off; inactive means mostly below about 14%; further: read at 38.3 µM for the half of the compounds with a filed dose; 0% is about no effect
HCV inh: inhibitors of hepatitis C virus infection. Potency, µM (top dose mostly 41.8 µM), without a hit: top-dose activity change, negative = inhibition, actives largely listed as inhibitors. hit rate 3.4% among 340,000. AID 651820. Huh7.5.1 HCVcc-Cre infection, luciferase reporter, 44 h; further: potency means the concentration at half of the fitted maximal effect; on the % scale 0 is the no-effect control and ±100 the full control effect
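Infectious HCV cell culture screen: compound-treated cells (1,000/well, pre-plated 4 h) are infected with HCVcc-Cre at roughly 0.5 moi and grown 44 h. Infection is quantified by luciferase signal after 15 min substrate incubation at room temperature.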
Pf growth 48h: inhibits P. falciparum growth in the first generation, 48 h | AID 504832 | hit rate 5.9% among 310,000 | P. falciparum luciferase growth in erythrocytes, 48 h | Potency, µM (series often up to 28.7 µM), for the others: at the highest dose activity change, negative = inhibition, actives largely listed as inhibitors; further: potency means the concentration at half of the fitted maximal effect; on the % scale 0 is the no-effect control and ±100 the full control effect
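Read-out is firefly luciferase luminescence from an integrated reporter in P. falciparum, so falling signal marks reduced parasite growth. Infected erythrocytes were at 2% hematocrit and 0.1% parasitemia (final) in Albumax-supplemented RPMI 1640.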
The depositor's hits bear a star; u = inconclusive; x = no result given; & = joins results of further samples; [ ] = dose if it differs, or a comment. Unless noted, the call rests on the fitted dose curve; in most records, active means well fitted curve in the direction sought with a large enough effect; inconclusive means small, poorly fitted or top-dose-only effect, or another doubt; inactive means no such curve, though single readings can be large; an effect the other way counts as inactive or inconclusive.

SMILES	Tb PYK inh	LmPK inhibitor	Pf growth 96h	Shiga inhibitor	Cycloheximide cs	HCV inh	Pf growth 48h
CCC1Oc2ccccc2N(CC(=O)NCCN2CCCC2)C1=O (stereo unspecified)	-1%	-8%	u	-8	-9	-4%	12%
CCc1ccc[n+](-c2[nH]c(=O)sc2/C=N/N=C(\N)[O-])c1	-5%	4%	28%	18	-1	15%	33%[activator]
Cc1cccc(NC(=O)Nc2ccc(S(N)(=O)=O)cc2)c1	2%	5%	30%[activator]	17	13	-5%	9%
COc1ccc(C2C(C(=O)OCC3CCCO3)=C(C)NC3=C2C(=O)CC(c2ccco2)C3)cc1O (stereo unspecified)	4%	0%	10µM*	-17	-2	-5%	u
COc1ccc(NC(=O)c2ccc(NC(=O)c3nc4nc(C)cc(C)n4n3)cc2)cc1	5%	x	u	x	x	1%	37%[activator]
Cc1ccc(NC(=S)N2CCN(c3ncccn3)CC2)cc1C	-10%	1%	u	3	3	-9%	12%
O=C(Nc1cccc(-c2cccc(F)c2)c1)C1CCN(Cc2ccco2)CC1	-5%	-12%	-7%	18	10	u	-3%
O=C(CN1C(=O)NC2(CCCC2)C1=O)Nc1ccccc1C(F)(F)F	-1%	-6%	4%	-12	-6	15%	13%
CCC(C(=O)c1ccccc1)P(=O)(NN)c1ccccc1 (stereo unspecified)	-1%	-1%	42%[activator]	-11	-1	16%	7%
Cn1c(=O)c2c(nc(Cc3ccc(N)cc3)n2C)n(C)c1=O	-8%	-2%	0%	-7	1	2%	0%
CCOc1ccc(NC(=O)c2ccc(CC)s2)c([N+](=O)[O-])c1	1%	1%	u	34*	23*	u	42%[activator]
Cc1nc(CN2CCN(S(=O)(=O)c3c(Cl)cc(Br)cc3Cl)CC2)cs1	-1%	x	u	x	x	-7%	u
O=C(Nc1ccc(F)cc1)N(Cc1nnc2n1CCCCC2)c1ccccc1	-9%	-3%	6%	-8	-3	10%	9%
CC(=O)C1=C(C)NC(SCC(=O)c2ccccc2)=C(C#N)C1c1ccco1 (stereo unspecified)	x	9%	u	58	17	x	u
CC1CCCC(NC(=O)CSc2nnc(N)s2)C1C (stereo unspecified)	0%	-6%	-3%	-12	-1	13%	-5%
O=C1CCC(=O)N1OCCOc1ccccc1	-2%	0%	-1%	-14	-1	-4%	12%
COc1ccc(CN2C[C@H](C)[C@@H](CC(=O)NCc3ccccc3)C2=O)cc1	1%	3%	u	-1	1	-6%	u
CCOCCCNCc1ccc(OCC(=O)N2CCOCC2)c(OC)c1	-7%	-1%	1%	8	13	12%	9%
O=P(CCl)(Nc1ccccc1)C(Cl)(Cl)Cl (stereo unspecified)	1%	4%	20%	2	-1	13%	2%
COc1ccc2nc(N(CCN(C)C)C(=O)c3ccc4c(c3)OCCO4)sc2c1	4%	-2%	-11%	-5	11	u	10%
CC(=O)c1ccc(NC(=O)Cn2cnc(S(=O)(=O)N3CCOCC3)c2)cc1	-3%	0%	u	-5	-6	8%	5%
CN1CCN(Cc2cc(Cl)c3cccnc3c2OC(=O)c2cccs2)CC1	1%	0%	u	-8	-6	u	u
COc1ccccc1-c1oc2ccccc2c1C#CCCO	-7%	x	u	x	x	14µM*	-17%
O=C(NCC1CCCO1)C1CCCN(c2ncccn2)C1 (stereo unspecified)	2%	1%	x	25	1	-2%	33%[activator]
CCOc1ccc(S(=O)(=O)N(CC(=O)NN=C2CCN(C)CC2)c2ccc(C)cc2)cc1	2%	-2%	-26%	10	7	x	9%

Full records as entered above. Order of screens: Tb PYK inh	LmPK inhibitor	Pf growth 96h	Shiga inhibitor	Cycloheximide cs	HCV inh	Pf growth 48h
Listed for Cc1nc(CN2CCN(S(=O)(=O)c3c(Cl)cc(Br)cc3Cl)CC2)cs1 = -1%	x	u	x	x	-7%	u
Listed for CCOc1ccc(S(=O)(=O)N(CC(=O)NN=C2CCN(C)CC2)c2ccc(C)cc2)cc1 = 2%	-2%	-26%	10	7	x	9%

The results go on:
SMILES	Tb PYK inh	LmPK inhibitor	Pf growth 96h	Shiga inhibitor	Cycloheximide cs	HCV inh	Pf growth 48h
Cc1[nH]nc(Nc2ccc(C(C)C)cc2)c1[N+](=O)[O-]	3%	-3%	19%	55*	57*	-25%	27%
CC1(C)CC(=O)C(C(=S)Nc2ccccc2)=C(NC2CC(C)(C)NC(C)(C)C2)C1	6%	-1%	-1%	-10	-3	-23%	u
O=C(COc1ccc(S(=O)(=O)N2CCOCC2)cc1)NC1CC1	5%	-3%	u	-7	-5	18%	-13%
COc1cccc(CN2CCN(C3CCN(c4ccccc4C)CC3)CC2CCO)c1 (stereo unspecified)	2%	2%	u	-4	-4	-1%	-22%
O=C(CCN1C(=O)COc2ccccc21)N1CCCCC1	0%	-2%	14%	-11	-5	-6%	x
COc1ccc(NS(=O)(=O)c2ccc(C)c(NC(=O)CN3C(=O)NC4(CCCC4)C3=O)c2)cc1	4%	x	-17%	x	x	-2%	u
COc1cc([N+](=O)[O-])ccc1NC(=O)CC1SC(=Nc2ccc(F)cc2)N(CCC2=CCCCC2)C1=O (stereo unspecified)	-11%	-3%	1.9µM*	-11	3	u	u
Cc1cc(/C=C2\C(=O)NC(=O)N(C)C2=O)c(C)n1-c1ccc2c(c1)OCO2	-25%	-6%	u	-5	-1	-4%	10%
CC(C)(C)c1ccc(/C=N/Nc2ccc(C(=O)O)cc2)cc1	-2%	-3%	426%[activator]	24	9	6%	25%
CC1CCCCC1NC(=O)CSc1nnc(N)s1 (stereo unspecified)	-7%	-4%	25%	13	-3	9%	10%
O=C(Nc1nc2ccccc2n1Cc1ccccc1)c1ccc(COc2ccccc2[N+](=O)[O-])o1	-2%	1%	u	-7	-1	u	1.9µM*
COc1ccc([N+](=O)[O-])cc1/C=N/Nc1nn[nH]n1	-2%	1%	20%	-15	-2	21%	2%
CCn1c(C(=O)N2CCC(C(=O)NCCCSC3CCCCC3)CC2)cc2sccc21	1%	8%	u	8	3	u	x
COc1cc(CNc2cccc3[nH]c(C(F)(F)F)nc23)cc(OC)c1	-25%	-7%	24%	18	6	11µM*	2.1µM*
Oc1ccc2c3c1O[C@H]1c4[nH]c5ccccc5c4C[C@@]4(O)C(C2)N(CC2CC2)CC[C@]314	x	15%	x	-8	-2	x	x
Cc1ccsc1CNC12CC3CC(CC(C3)C1)C2	2%	-2%	0.83µM*	-5	-2	0%	-16%
COC(=O)Cc1csc(Nc2ccc(F)c(Cl)c2)n1	1%	1%	24%	30	21*	u	15%
CCOC(=O)CSc1nnc(CNc2cccc(Cl)c2)n1C	-3%	2%	u	15	-3	12%	-1%
O=C1/C(=C/c2ccccn2)SC(=S)N1CCc1ccccc1	-1%	0%	35%[activator]	11	-2	8%	79%[activator]
O=C(O)c1cccc(S(=O)(=O)Nc2ccc3c(c2)CCC3)c1	-4%	1%	4.1µM*	-20	4	14%	39%[activator]
CC(=O)Nc1ccc(SCC(=O)NCCc2ccc(F)cc2)cc1	-1%	-6%	3%	-10	6	u	-6%
Cc1nn(-c2ccccc2)c(C)c1C1C(C#N)=C(N)Oc2n[nH]c(C)c21 (stereo unspecified)	-1%	-4%	u	-5	6	-28%	u
CC(=O)c1ccc(NC(=O)CNCC(c2ccccc2)N(C)C)cc1 (stereo unspecified)	25%	-9%	6%	-10	2	16%	-15%
Cc1cc(C)c(C2C(C#N)=C(N)Oc3n[nH]c(C)c32)cc1CN1CCCC1 (stereo unspecified)	4%	1%	-19%	-7	-2	1%	-3%
Cc1nc2cc(NCc3ccccc3O)ccc2n1Cc1ccccc1	-13%	-1%	u	92*	69*	u	u
SMILES	Tb PYK inh	LmPK inhibitor	Pf growth 96h	Shiga inhibitor	Cycloheximide cs	HCV inh	Pf growth 48h
O=C(c1nc2ccc(Cl)cn2c1CNCCc1cnccn1)N1CCCCCCC1	8%	0%	45%[activator]	18	-6	x	41%[activator]
O=S(=O)(Nc1ncccn1)c1ccc(NC(=S)Nc2ccc(Cl)cc2)cc1	-7%	2%	5%	5	8	-19%	u
Cc1c(O)ccc(/C=N/Nc2ncccc2[N+](=O)[O-])c1O	-13%	-5%	u	141*	32*	u	137%[activator]
COC(=O)Cn1cc(/C=C/c2cc[n+](C)cc2)c2ccccc21	-10%	0%	-3%	-4	0	-6%	u
O=C(Cn1cc2c(n1)CCCC2)NC1CCCCCC1	-8%	-2%	u	15	7	6%	3%
CCCCc1ccc(NC(=O)CC(C)C)cc1	-6%	-3%	22%	66*	29*	-13%	u
CN(CC(=O)N1CCCCC1)S(=O)(=O)c1cccc2nsnc12	0%	-2%	u	11	-5	0%	u
Cc1ccccc1NC(=O)C(C)n1c2ccccc2c2nc(=O)cc(C)n21 (stereo unspecified)	-4%	-3%	u	-12	-2	12%	-10%
CC12CCC(C(=O)Nc3ccccc3Cl)(C(Br)C1=O)C2(C)C (stereo unspecified)	-8%	-1%	u	15	-1	38%[activator]	-19%
CCC(C(=O)OCC(=O)N1C(C)CCCC1C)c1ccccc1 (stereo unspecified)	-12%	1%	14%	3	17	-15%	-11%
CCOC(=O)CSc1c(-c2cccs2)[nH]c2ccccc12	-1%	4%	153%[activator]	-4	-3	u	1%
O=C(Cn1c(NCCCCl)nc2ccccc21)c1ccccc1	3%	x	u	x	x	-5%	u
Cc1c(NC(=O)CN2CCN(C(c3ccccc3)c3ccccc3)CC2)c(=O)n(-c2ccccc2)n1C	-1%	3%	-9%	-13	-1	u	10µM*
CCc1ccccc1NC(=O)CCN1C(=O)C2C3CCC(C3)C2C1=O (stereo unspecified)	5%	-4%	-34%	-13	7	-17%	1%
CCOc1ccc(N(C)S(=O)(=O)c2ccc3[nH]cc(C(=O)NCC4CCCO4)c(=O)c3c2)cc1 (stereo unspecified)	-9%	1%	u	-7	1	0%&-14%	13µM*
Cc1cc([N+](=O)[O-])ccc1NC(=O)COc1nsnc1N1CCOCC1	0%	-1%	-26%	-5	-3	u	1.9µM*
COc1cc(NC(=O)CN(C)S(=O)(=O)c2ccc(C)cc2)cc(OC)c1	-4%	1%	22%	-3	0	u	5%
Nn1c(SCC(=O)Nc2ccc3c(c2)OCCO3)nnc1-c1ccncc1	3%	9%	27%	-1	-2	13%	23%
Cc1noc(C)c1S(=O)(=O)N1CCCC1C(=O)NC(C)(C)C (stereo unspecified)	5%	-3%	20%	7	-1	u	-7%
CCOc1ncccc1C(=O)Nc1ccc2c(C)cc(=O)oc2c1	5%	-1%	53%[activator]	12	-1	-3%	35%[activator]
Cc1cc(C(=O)Nn2c(C3CCCCC3)nc3ccccc3c2=O)ccc1[N+](=O)[O-]	4%	4%	u	-3	-3	4%	-13%
COc1ccc(NC(=O)c2cc(S(=O)(=O)N(C)C)ccc2N2CCCC2)cc1Cl	-6%	1%	-15%	26	-2	3%	0%
Cn1cccc1CNCCc1ccccc1F	-4%	0%	2.6µM*	-9	2	1%	-5%

Reformatted in markdown: entries from further up.
| compound | Tb PYK inh | LmPK inhibitor | Pf growth 96h | Shiga inhibitor | Cycloheximide cs | HCV inh | Pf growth 48h |
| --- | --- | --- | --- | --- | --- | --- | --- |
| COc1ccc(CN2C[C@H](C)[C@@H](CC(=O)NCc3ccccc3)C2=O)cc1 | 1% | 3% | u | -1 | 1 | -6% | u |
| O=C(COc1ccc(S(=O)(=O)N2CCOCC2)cc1)NC1CC1 | 5% | -3% | u | -7 | -5 | 18% | -13% |

Outcome played no part in choosing rows; 24% or so of the library scored in one or more.
